# Screening data: PubChem BioAssay, National Center for Advancing Translational Sciences (NCATS)
# Luc counter: Kinase-Glo luciferase inhibition (counter-screen); Potency, µM (titrated, usually from 38.3 µM), inactives show at the top dose activity change, negative = inhibition, hits mostly inhibitors; Q27757; 200,000 tested, 0.28% active; Kinase-Glo luciferase, ATP luminescence, 8 min; note: % is set by controls: 0 for no effect and ±100 for the full control effect; nearly all actives have a fitted effect of over 60% in size
#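 Compound is pinned into ATP-containing buffer (10 uM ATP, imidazole pH 7.2, 7 mM MgCl2). Kinase-Glo luciferase reagent is then added. Light output is recorded following an 8-min room-temperature incubation.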
# SMN2 splice enh: SMN2 splice variant enhancement; HEK293 SMN2-luciferase splicing reporter, luminescence, 30-36 h; Potency, µM (top dose mostly 46.1 µM), for the others: top-dose activity change, positive = activation, hits mostly activators; 210,000 tested, 2.8% active; AID 1458; note: % of control where 0% means no effect; nearly all actives have a fitted effect of over 55% in size
#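 qHTS luciferase splicing reporter: luminescence rises when SMN2 exon 7 is included in transfected HEK293 cells. Compound exposure lasted 30-36 h at 37C, with 4.5 mM final sodium butyrate as control, followed by a ONE-Glo read.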
# NPSR antag: neuropeptide S receptor (human) antagonism, cAMP. Q6W5P4. CHO-NPSR cells, cAMP TR-FRET, antagonist mode. Potency, µM (top dose mostly 38.3 µM), for inactives: top-dose activity change, negative = inhibition, most hits filed as inhibitors. 220,000 tested, 1% active. AID 1461; note: % is set by controls: 0 for no effect and ±100 for the full control effect; nearly all actives have a fitted effect of over 50% in size; many of its hits are not listed in these tables
# Target sequence (Q6W5P4 whole entry, looked up): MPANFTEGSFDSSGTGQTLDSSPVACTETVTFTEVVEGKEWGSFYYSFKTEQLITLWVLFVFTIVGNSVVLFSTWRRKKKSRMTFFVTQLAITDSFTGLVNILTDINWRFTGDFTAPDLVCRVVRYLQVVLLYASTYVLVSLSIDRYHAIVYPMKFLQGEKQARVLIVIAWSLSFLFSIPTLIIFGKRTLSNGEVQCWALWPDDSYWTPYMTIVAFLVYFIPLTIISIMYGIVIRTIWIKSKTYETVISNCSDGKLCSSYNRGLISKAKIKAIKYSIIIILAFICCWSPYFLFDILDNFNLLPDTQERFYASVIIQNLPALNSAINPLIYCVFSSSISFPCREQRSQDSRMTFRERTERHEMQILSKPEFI
# Epigenetic reg: regulators of epigenetic silencing causing reporter derepression in mouse cells. murine LDR cells, GFP reporter derepression, 30 h. Potency, µM (highest dose often 53.9 µM), without a hit: at the top dose GFP activation, most hits filed as activators. 280,000 tested, 0.2% active. AID 1865; note: % of control where 0% means no effect; nearly all actives have a fitted effect of over 60% in size
#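 Murine LDR cells bearing a silenced CMV-driven GFP reporter were exposed to compound for 30 h at 37 C. After PBS washes, GFP-positive cells (20-120 um objects) counted by laser-scanning microplate cytometry.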
# RECQ1 helicase: blocks DNA unwinding by human RECQ1; RECQ1 DNA unwinding, red fluorescence kinetic read; 240,000 tested, 0.54% active; Potency, µM (titrated, usually from 57.3 µM), for the others: at the top dose activity, negative = inhibition, actives largely listed as inhibitors;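 note: plate controls were vehicle for no effect and no enzyme for full effect; nearly all actives have a fitted effect of over 30% in size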
# Target sequence (P46063 whole entry, looked up): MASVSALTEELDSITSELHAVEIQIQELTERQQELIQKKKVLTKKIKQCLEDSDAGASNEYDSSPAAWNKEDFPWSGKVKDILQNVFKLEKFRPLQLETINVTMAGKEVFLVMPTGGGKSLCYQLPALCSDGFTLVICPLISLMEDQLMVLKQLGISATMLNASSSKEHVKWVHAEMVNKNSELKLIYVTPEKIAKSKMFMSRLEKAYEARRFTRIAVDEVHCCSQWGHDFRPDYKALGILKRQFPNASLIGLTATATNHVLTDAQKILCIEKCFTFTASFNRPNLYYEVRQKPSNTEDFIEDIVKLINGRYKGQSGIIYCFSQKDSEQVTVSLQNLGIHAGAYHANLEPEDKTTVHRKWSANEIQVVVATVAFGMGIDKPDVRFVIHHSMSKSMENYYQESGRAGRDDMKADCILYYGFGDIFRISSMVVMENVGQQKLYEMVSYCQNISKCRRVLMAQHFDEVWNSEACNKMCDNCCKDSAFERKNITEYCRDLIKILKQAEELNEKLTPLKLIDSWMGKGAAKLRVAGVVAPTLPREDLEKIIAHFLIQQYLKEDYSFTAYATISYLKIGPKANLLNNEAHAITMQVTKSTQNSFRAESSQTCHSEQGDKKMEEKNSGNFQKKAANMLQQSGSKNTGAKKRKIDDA
#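 50 nM RECQ1T1 preincubated 15 min with compound in Tris pH 8.0 buffer with MgCl2, DTT, Tween-20 and 2.5 ug/ml poly(dI-dC); started with 200 nM TAMRA/BHQ-2 forked duplex and 2 mM ATP. Unwinding read as fluorescence (525/598 nm), two reads 2 h apart.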
# JMJD2E inh: inhibitors of human JMJD2E histone demethylase. B2RXH2. JMJD2E catalytic domain, FDH-coupled NADH fluorescence (FDH is formaldehyde dehydrogenase). Potency, µM (series often up to 57.1 µM), for the others: at the top dose activity change, negative = inhibition, actives largely listed as inhibitors. 230,000 tested, 1.6% active; active = well fitted inhibition curve with a large enough effect, not every such curve was filed as active; inconclusive = small, poorly fitted or top-dose-only effect, or another doubt; inactive = no such curve, though single readings can be large or run the other way;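 note: 0% = wells with enzyme and -100% = buffer wells without enzyme; nearly all actives have a fitted effect of over 50% in size; many of its hits are not listed in these tables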
# IMPase Li cell: IMPase inhibition in cells with lithium potentiation; CHO-M1 cells, IP1 TR-FRET (IP-One), carbachol + lithium; Potency, µM (titrated, usually from 59.4 µM), inactives show at the top dose activity, negative = IMPase inhibition, most hits filed as inhibitors; 210,000 tested, 0.35% active;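 note: IP1 builds up when IMPase is blocked and the TR-FRET signal falls; plate controls were basal vehicle for no effect and high inhibitor control for full effect; nearly all actives have a fitted effect of over 50% in size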
#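 Readout is a homogeneous TR-FRET IP1 immunoassay (Ex 320, Em 665 and 620), where raised cytosolic IP1 lowers signal. Cells were CHO-M1 treated 30 min at 37C with test compounds plus a little lithium; AC50 values came from Hill-equation fitting.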
# GoLoco inh red: RGS12 GoLoco-Gai1 interaction inhibition. Potency, µM (titrated, usually from 61.6 µM), without a hit: at the top dose activity, negative = inhibition, actives largely listed as inhibitors. Gai1:RGS12 GoLoco peptide FP, rhodamine, 10 min. 230,000 tested, 0.44% active; active = well fitted inhibition curve with a large enough effect, not every such curve was filed as active; inactive = no such curve, though single readings can be large or run the other way; note: % is set by controls: 0 for no effect and ±100 for the full control effect; nearly all actives have a fitted effect of over 30% in size; many of its hits are not listed in these tables
# * marks the source's active call; other numbers are inactive results; i = inactive; ? = inconclusive; nt = no result given; [ ] = another dose, or the depositor's remark. Unless noted, calls come from the whole dose curve; as a rule, active = well fitted curve in the direction sought with a large enough effect; inconclusive = small, poorly fitted or top-dose-only effect, or another doubt; inactive = no such curve, though single readings can be large; an effect the other way counts as inactive or inconclusive. Potency is the fitted concentration of half-maximal effect.
SMILES,Luc counter,SMN2 splice enh,NPSR antag,Epigenetic reg,RECQ1 helicase,JMJD2E inh,IMPase Li cell,GoLoco inh red
CN(C)c1ccc(/C=C/C(=O)c2ccccc2)cc1[N+](=O)[O-],-15%,-108%[inhibitor],-10%,1.9%,6%,-1%,6%,-4%
COc1ccccc1S(=O)(=O)Cc1ccc(C(=O)NCc2cccnc2)o1,4%,-2%,-4%[46.1 µM],-0.2%,-3%,5%,1%[38.3 µM],2%
CC(=O)c1cccc(NC(=O)C2CCN(S(=O)(=O)c3c(C)n[nH]c3C)CC2)c1,-3%,-22%,-5%[46.1 µM],-1.1%,-4%,6%,-5%[38.3 µM],3%
CCOC(=O)C1=C(c2ccccc2)c2ccc(OC)cc2N(S(=O)(=O)C(F)(F)F)C1C(=O)OCC (stereo unspecified),1%[39.9 µM],nt,nt,-0.8%[40.7 µM],i,nt,13%,5%
Cc1cc(NC(=O)CSc2nnc(C3CC3)n2C)no1,2%,-2%,-1%[46.1 µM],2.4%,i,11%,5%[38.3 µM],3%
COc1ccc(C(=O)C2CCN(C(=O)c3ccco3)CC2)cc1,8%,-6%,-13%[46.1 µM],0.7%,-8%,3%,1%[38.3 µM],3%
N#CC1=C2SCN(Cc3ccccc3)CN2C(=O)CC1c1cccs1 (stereo unspecified),12%,-10%,?,0.7%,-25%,?,11µM*,-24%
COc1cc(C)nn1-c1ccc(Cl)cc1,-1%,-12%,11%,-3.2%,10%,0%,3%,5%
O=C(Cn1cnc2cc([N+](=O)[O-])ccc2c1=O)NC(c1ccccc1)c1ccccc1,-1%,0%,10%,0.0%,?,-10%,3%,8%
CC(=O)c1ccc(NC(=O)C2(c3ccccc3)CCOCC2)cc1,-4%,16%,-2%[46.1 µM],-1.4%,i,9%,-2%[38.3 µM],2%
O=C(c1ccc(F)cc1)N1CCN(c2ccc([N+](=O)[O-])c(N3CCOCC3)c2)CC1,1%,-8%,-15%,-1.2%,-4%,0%,-4%,-4%
C=CCn1c(SCC(=O)N2CCCCC2)nc(O)cc1=O,19%,12%,-6%[46.1 µM],0.1%,-6%,2%,17%[38.3 µM],3%
CCCN(CCC)S(=O)(=O)c1ccc(C(=O)N2CCCc3ccccc32)cc1,0%,-22%,?,0.7%,-19%,0%,40%[38.3 µM],-11%
Cc1ccc(C2C(C(=O)c3cc4ccccc4o3)=C(O)C(=O)N2CCN2CCOCC2)o1 (stereo unspecified),2%,6%,-11%[46.1 µM],-8.7%,-6%,?,-13%[38.3 µM],21%
COc1ccc(N2C(=O)c3cccc4cc(Br)cc(c34)C2=O)cc1,-1%,-12%,-41%,-5.8%,i,-2%,-7%,-21%
COc1ccc(C(CC(=O)N2CCOCC2)C(C)C)cc1 (stereo unspecified),-8%,3%,-5%[46.1 µM],1.1%,3%,-9%,-8%[38.3 µM],11%
CC(=NCC1CCCO1)C1=C(O)CC(C)(C)CC1=O (stereo unspecified),-1%,nt,-9%[46.1 µM],0.0%,0%,3%,20%[38.3 µM],0%
Cc1ccc(N=Cc2sc(O)c3ccccc23)c(C)c1,1%,11µM*,-12%[46.1 µM],?,-18%,?,-3%[38.3 µM],19%
Cc1c(NC(=O)CSc2nnc(N)s2)c(=O)n(-c2ccccc2)n1C,0%,-3%,19%,0.0%,9%,2%,6%,-3%
Cc1ccc(-c2cc(C(=O)NCCc3ccccn3)c3ccccc3n2)c(C)c1,1%,-40%[inhibitor],14%,-1.0%,-1%,-7%,17%,4%
Cc1ccc(NC(=O)Cc2ccc(F)cc2)cc1,-3%,?,-6%[46.1 µM],1.9%,-13%,5%,23%[38.3 µM],3%
CCOc1ccc(C(=O)Nc2cccc(C)n2)cc1,?,5µM*,-20%[46.1 µM],-1.5%,-1%,-5%,9%[38.3 µM],4%
CCNc1nc(NC(C)C)nc(N(C#N)C(C)C(=O)N(C)C)n1 (stereo unspecified),-3%,4%,-8%[46.1 µM],-0.8%,-10%,-8%,0%,-29%
CC1Cn2c(nnc2C23CC4CC(CC(C4)C2)C3)S1 (stereo unspecified),-7%,-10%,-3%[46.1 µM],-4.2%,-8%,7%,-12%[38.3 µM],-2%
O=C(CSCc1ccc(Cl)cc1)N/N=C/c1ccc(Cl)cc1Cl,-1%,-4%,3%[46.1 µM],0.8%,-17%,4%,3%[38.3 µM],6%
CC(O)Cc1cn(CC(=O)N2CCN(C(=O)OC(C)(C)C)CC2)nn1 (stereo unspecified),nt,nt,-30%,0.1%,i,-3%,-2%,0%
COCCCN=C1NN=C(c2cc(C)n(Cc3ccccc3Cl)c2C)CS1,-3%,?,-12%,4.7%,i,?,32%[activator],11%
O=C(Nc1ccc(Cl)cc1)OC(CN1CCCCC1)C(F)(F)F (stereo unspecified),-2%,13%,-20%[46.1 µM],-3.5%,-5%,-1%,12%[38.3 µM],0%
CCC(C(=O)NC1CCCC1)N(C(=O)Cn1nnc(-c2ccc(OC)c(OC)c2)n1)C1CCCCC1 (stereo unspecified),-4%,-3%,?,-0.2%,-9%,0%,29%[38.3 µM],-1%
COc1ccc(NC(=O)c2noc(C(C)C)c2[N+](=O)[O-])cc1,3%,3%,6%,0.8%,-4%,-2%,-4%,-2%
COc1ccccc1NC(=O)CSC1=NC(=O)C(NC(C)=O)C(=O)N1 (stereo unspecified),-3%,3%,-15%[46.1 µM],-1.0%,-9%,7%,27%[38.3 µM],9%
Cc1nc(SCC(=O)Nn2c(-c3ccccc3)nc3ccccc3c2=O)n[nH]1,0%,3%,-2%[46.1 µM],-2.1%,i,1%,-5%[38.3 µM],0%
COc1ccc(-c2cc(C(F)(F)F)n3ncc(C(=O)NCc4ccco4)c3n2)cc1,7%,-19%,?,1.5%,-17%,?,-9%[38.3 µM],1%
COC(=O)c1ccccc1CCC(C)=O,-3%,-28%,17%[46.1 µM],2.1%,10%,4%,-14%[38.3 µM],6%
COc1ccc(Cl)cc1NC(=O)CSc1nnc(CNC(=O)c2ccco2)o1,10%,-2%,7%,-0.1%,0%,-1%,3%,-4%
[O-][n+]1c(CN2CCCCC2)nc2cccc3c2c1-c1ccccc1-3,-7%[7.66 µM],10%[9.22 µM],nt,nt,nt,nt,1%,-68%[14.2 µM]
O=C(CCc1ccc(O)c(O)c1)NNC(=S)NCCc1ccccc1,-5%,?,9%,-1.3%,6%,-3%,-1%,6%
CC1=CC(=O)N(c2ccc(C)cc2)C1c1ccc(Cl)cc1 (stereo unspecified),0%,-16%,-13%,-1.1%,4%,-1%,-2%,-27%
COC(=O)C1=C(C(=O)OC)[C@@H]2Nc3ccccc3[C@@]23C[C@@H](C(=O)OC)N=C3N1,-5%[7.66 µM],-7%[9.22 µM],19%,4.8%,-7%,-13%[11.4 µM],0%,6%[14.2 µM]
NC(=O)NOC[C@@H]1NC(=O)NC1=O,-1%[7.66 µM],-3%[9.22 µM],nt,nt,nt,nt,3%,8%[14.2 µM]
CCOC(=O)N1CCC(NC(=O)c2cc(C(=O)Nc3ccc(S(=O)(=O)N4CCOCC4)cc3)ccc2CO)CC1,0%,6%,10%,2.3%,i,4%,-5%,-6%
CCNC(=O)CC1C(=O)N(C)C(=S)N1NC(=O)c1ccc(Cl)cc1 (stereo unspecified),-1%,-1%,-6%[46.1 µM],-0.9%,2%,0%,-16%[38.3 µM],-6%
CCCCNc1nc(=S)n(-c2ccccc2)c(C)c1C(C)=O,-3%,16%,9%,-0.4%,-5%,6%,2%,5%
O=C(NC1(C(F)(F)F)NC(=O)N(Cc2ccco2)C1=O)c1cccs1 (stereo unspecified),12%,-9%,-13%[46.1 µM],-1.0%,i,-8%,2%[38.3 µM],3%
CCCCNC(=S)N(C)/N=C/c1sc(N2CCCCC2)nc1-c1cccs1,-1%,-23%,-32%,2.1%,-2%,-11%,6%,7%
CCN(CC)CCn1c(=S)[nH]c2ccc(Br)cc2c1=O,-7%,-51%[inhibitor],0%,4.9%,-7%,-13%,12%,-1%
CCOC(=O)C1=C(O)C(=O)N(c2ccc(S(N)(=O)=O)cc2)C1c1ccc([N+](=O)[O-])cc1 (stereo unspecified),nt,nt,2%,1.1%,14%,-1%,nt,10%
O=c1cc(CSc2n[nH]c(=O)n2C2CC2)c2ccc(O)cc2o1,nt,nt,7%,1.1%,11%,380%,nt,5%
COC(=O)CCC(=O)NNC(=O)c1ccc(Br)cc1,-3%,3%,2%[46.1 µM],-1.2%,-2%,7%,-12%[38.3 µM],-2%
COC(=O)COc1cccc(NC(=O)c2cccs2)c1,1%,15%,5%[46.1 µM],0.0%,-2%,-3%,-8%[38.3 µM],9%
Cc1cc(N2CCN(S(=O)(=O)c3ccccc3)CC2)c2ccccc2n1,0%,-18%,-2%[46.1 µM],4.1%,8%,6%,21%[38.3 µM],-1%
Cc1cc(Oc2ccc(=O)n(C)n2)nc(=S)[nH]1,0%,-5%,3%,0.0%,i,-25%,-11%,5%
C/C(=C\CNc1ncnc2c1ncn2[C@@H]1O[C@H](CO)[C@@H](O)[C@H]1O)CO,-1%[39.9 µM],nt,nt,-1.5%,-9%,nt,-3%,14%
CCn1c(-c2ccccc2Cl)nn(CC(=O)Nc2ccccc2OC)c1=S,-1%,-17%,-19%[46.1 µM],-1.2%,i,2%,-4%[38.3 µM],9%
CCCCC1=CC2=C(c3ccco3)C(=O)C(C)(OC(=O)c3ccc(OC)cc3)C(=O)C2=CN1CCN1CCOCC1 (stereo unspecified),-5%[7.66 µM],-4%[9.22 µM],6%,3.0%,-2%[11.5 µM],-19%[11.4 µM],4%,1%[14.2 µM]
COCCCNC(=O)/C(C#N)=C/c1ccc(F)cc1,-1%,13%,6%,0.9%,0%,6%,3%,4%

# Copied from the entries so far for reference:
SMILES,Luc counter,SMN2 splice enh,NPSR antag,Epigenetic reg,RECQ1 helicase,JMJD2E inh,IMPase Li cell,GoLoco inh red
CCCCC1=CC2=C(c3ccco3)C(=O)C(C)(OC(=O)c3ccc(OC)cc3)C(=O)C2=CN1CCN1CCOCC1 (stereo unspecified),-5%[7.66 µM],-4%[9.22 µM],6%,3.0%,-2%[11.5 µM],-19%[11.4 µM],4%,1%[14.2 µM]
COCCCNC(=O)/C(C#N)=C/c1ccc(F)cc1,-1%,13%,6%,0.9%,0%,6%,3%,4%

# Some of the compounds tested. The share of hits here may be higher or lower than overall.
